# Screens deposited in PubChem BioAssay by several laboratories.
# TWEAK-Fn14 inh: inhibitors of TWEAK-Fn14 interaction signaling | TWEAK-stimulated Fn14 reporter cells, luciferase luminescence, 8 h | inhibition, % at 10 µM | 360,000 tested, 2% active; in the data active means inhibition above about 50%
# KKLEB cytotox: counter-screen for CF NF-kB inhibitors: cytotoxicity | activity change (cytotoxicity), % at 5 µM | 360,000 tested, 0.36% active | KKLEB CF airway cells viability, ATPlite luminescence, overnight; hits give low values; cells stimulated with P. aeruginosa culture filtrate;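 active means corrected activity change at or below -50% at 5 µM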
# CF NFkB inh: inhibitors of cystic fibrosis induced NF-kB; KKLEB NF-kB-GFP reporter, PAF-induced, GFP fluorescence overnight; inhibition, % at 5 µM; 360,000 tested, 0.86% active; AID 588850;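 active means at least 50% inhibition at 5 µM, scaled per plate between neutral and stimulator controls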;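 further: PAF is a Pseudomonas aeruginosa culture filtrate used as stimulus; plate controls were PAF-stimulated DMSO wells for no effect and unstimulated DMSO wells for full effect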
# TROY signal inh: blocks TROY-dependent signaling in reporter cells; Q293 LMP1-TROYcd NF-kB luciferase reporter, 4 h; inhibition, % at 10 µM; 360,000 tested, 0.98% active; AID 1347056;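 active means compounds whose plate-normalised and pattern-corrected inhibition of the luciferase reporter signal at the single screening dose is 50% or more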
# SRC3 inh: inhibits human SRC3 coactivator | inhibition, % at 3.6 µM | Q9Y6Q9 | HEK293 GAL4-SRC3 luciferase reporter, luminescence | AID 588352 | 360,000 tested, 0.17% active;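 active means inhibition above a per-campaign cutoff, the mean of all compounds plus 3 SD, cut at about 60% in these data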;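 further: 0% = DMSO-treated cells and 100% = gossypol-treated cells at 36 µM; higher means less SRC3-driven luciferase light from the GAL4 reporter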
# Shn3 3UTR inh: inhibitors of Schnurri-3 3'UTR reporter in osteoblasts; Clone20 osteoblast Shn3 3'UTR firefly luciferase, 24 h; inhibition, % at 12.5 µM; 360,000 tested, 0.52% active; AID 588674;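 active means mean inhibition of at least 75% with every replicate also reaching 75%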;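 further: 0% = median of neutral control wells and 100% = pilot-screen positive control compound; some compounds past the cut are filed as inactive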
# LMP1 NFkB inh: inhibitors of Epstein-Barr LMP1-induced NF-kappaB reporter. LMP1-induced NF-kappaB luciferase reporter cells, luminescence. inhibition, % at 12.5 µM. 350,000 tested, 0.69% active; in the data active means inhibition above about 41%;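 further: 0% = neutral control wells and 100% = reference inhibitor control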
# TRAIL sens C8: caspase-8 TRAIL sensitization; NB7+C8 cells + TRAIL, ATPlite viability luminescence; inhibition (viability loss, TRAIL sensitization), % at 10 µM; 360,000 tested, 1% active; AID 624354;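 active means compounds causing at least 50% loss of cell viability in the single-dose screen, relative to plate controls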
# NR5A2 inv ag: suppresses constitutive activity of human LRH-1 | HEK293T StAR-luciferase reporter, LRH-1 transfected, 24 h | inhibition, % at 3.6 µM | 360,000 tested, 0.13% active;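 active means inhibition above the mean inhibition of all tested compounds plus 3 SD, cut at about 73% in these data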;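 further: 0% = DMSO wells and 100% = reporter-only cells lacking LRH-1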
# Target sequence (O00482 whole entry, looked up): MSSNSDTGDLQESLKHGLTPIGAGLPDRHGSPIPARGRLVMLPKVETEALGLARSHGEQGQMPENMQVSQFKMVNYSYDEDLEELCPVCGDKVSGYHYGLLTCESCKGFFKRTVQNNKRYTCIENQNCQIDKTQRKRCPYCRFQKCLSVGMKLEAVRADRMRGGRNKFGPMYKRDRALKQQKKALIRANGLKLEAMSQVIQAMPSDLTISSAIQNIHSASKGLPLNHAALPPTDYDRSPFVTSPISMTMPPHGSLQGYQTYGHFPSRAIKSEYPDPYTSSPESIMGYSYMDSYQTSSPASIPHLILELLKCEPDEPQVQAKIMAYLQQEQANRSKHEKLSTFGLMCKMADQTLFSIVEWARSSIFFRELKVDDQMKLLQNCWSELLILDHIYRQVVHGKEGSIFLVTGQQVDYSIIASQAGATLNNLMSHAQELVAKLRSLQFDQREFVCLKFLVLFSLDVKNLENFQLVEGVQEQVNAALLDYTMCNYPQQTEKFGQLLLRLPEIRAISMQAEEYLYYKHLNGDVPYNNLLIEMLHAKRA
# NCOA1 inh: human NCOA1 inhibition; Q15788; HEK293 GAL4-SRC1 luciferase reporter, luminescence; inhibition, % at 3.6 µM; 360,000 tested, 0.12% active;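 active means inhibition above the campaign mean plus 3 SD, with each screening campaign given its own cutoff, cut at about 60% in these data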;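 further: 0% = DMSO treated cells and 100% = gossypol at 36 µM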
# NR2F2 inh: inhibitors of human COUP-TFII (NR2F2). P24468. HEK293T NGFI-A luciferase reporter, luminescence. inhibition, % at 8.6 µM. 370,000 tested, 0.7% active;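 active means inhibition above a per-plate cutoff, mean inhibition of test wells between control levels plus 3 SD, cut at about 38% in these data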;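 further: cells cotransfected with COUP-TFII expression vector driving the NGFI-A reporter; 0% = median of COUP-TF2 test wells and 100% = reporter-only cells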
# Target sequence (P24468 whole entry, looked up): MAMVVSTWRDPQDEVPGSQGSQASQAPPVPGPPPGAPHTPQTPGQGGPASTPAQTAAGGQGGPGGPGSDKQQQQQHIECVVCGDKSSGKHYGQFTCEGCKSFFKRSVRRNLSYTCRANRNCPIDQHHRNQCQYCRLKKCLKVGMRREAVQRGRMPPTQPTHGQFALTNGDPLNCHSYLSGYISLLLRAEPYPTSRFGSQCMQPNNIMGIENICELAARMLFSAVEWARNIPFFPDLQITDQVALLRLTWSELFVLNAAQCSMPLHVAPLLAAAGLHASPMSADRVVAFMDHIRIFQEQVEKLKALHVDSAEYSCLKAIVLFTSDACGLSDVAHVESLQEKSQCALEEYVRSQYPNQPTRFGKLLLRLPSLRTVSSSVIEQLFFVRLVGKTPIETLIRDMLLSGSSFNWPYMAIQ
# The depositor's hits bear a star; . = not tested or not shown. The list is partial, so the mix of outcomes need not match the whole.
SMILES,TWEAK-Fn14 inh,KKLEB cytotox,CF NFkB inh,TROY signal inh,SRC3 inh,Shn3 3UTR inh,LMP1 NFkB inh,TRAIL sens C8,NR5A2 inv ag,NCOA1 inh,NR2F2 inh
CCC/C(O)=N\S(=O)(=O)c1ccc(N=NN(C)C)cc1,-1,0,-10,-8,10,-1,-4,-14,6,-5,-10
Cc1ccc(C(=O)N=c2sccn2C)o1,-14,0,-4,-2,-27,-27,-3,-1,-60,-33,-1
CCN(CC)CCNC(=O)c1cc(-c2ccc(Br)s2)nc2ccccc12,-23,-8,-2,-48,8,-7,-5,9,-13,-6,-14
CC1=CC(=O)OC1Cc1ccncc1 (stereo not drawn),3,0,2,11,5,3,1,-3,-17,1,-1
O=C(Oc1ccc(C(=S)N2CCCCC2)cc1)c1ccccc1F,-20,0,1,5,7,-6,22,-8,-21,-5,7
Cc1ccc(S(=O)(=O)N(C)S(=O)(=O)c2ccc(C)cc2)cc1,0,7,-20,4,12,-4,2,-9,32,7,-19
COc1ccc(NC(=O)Cn2c(=O)sc3ccccc32)c(OC)c1,3,4,1,-15,3,-29,-8,0,-2,-7,15
O=C(c1ccccc1Cl)N1CCC(O)(c2cccnc2)CC1,0,-3,1,-5,11,75,16,-4,19,12,19
CC(CN1CCCCC1)OC(=O)c1ccco1 (stereo not drawn),0,-5,-10,14,-3,-18,1,-8,-4,-21,-6
C[C@H](NC(=O)c1nc[nH]c1C(=O)NC1CCNCC1)C(=O)OC(C)(C)C,3,4,-5,12,-16,18,10,-2,7,7,4
O=C(c1cc2cc(F)ccc2[nH]1)N1CCN(C(=O)c2ccco2)CC1,-24,13,7,-36,-6,-35,-14,3,6,-19,-16
CCOCCCNC(=S)NC1CC2CCC(C1)N2Cc1ccccc1 (stereo not drawn),-3,3,-8,-1,5,5,-11,-2,0,5,18
Cc1ccc(S(=O)(=O)N2CCCC2c2nc3ccccc3s2)cc1 (stereo not drawn),22,-4,7,12,-4,12,3,12,3,-6,16
Cc1oc(-c2cccs2)nc1CNC[C@H]1O[C@@H](n2cnc3c(N)ncnc32)[C@H](O)[C@@H]1O,-5,-3,6,-7,6,-8,-16,-8,24,-2,-36
O=C(NCc1ccc(Cl)cc1)C1CCN(c2nnc(N3CCCC3=O)s2)CC1,2,17,-10,4,16,-9,0,0,-8,-1,-14
O=C(Nc1ccc(N2CCOCC2)cc1)Nc1cnsn1,-6,6,5,-22,-32,-44,-6,7,-70,-53,-19
COc1ccc(-c2c(C)oc3c(CN4CCN(CCO)CC4)c(O)ccc3c2=O)cc1OC,9,0,3,11,7,-2,-7,0,12,-2,9
CC(=O)N1c2ccc(S(=O)(=O)NCC3CCC(C(=O)NCc4ccccc4)CC3)cc2CC1C (stereo not drawn),2,15,-43,6,-16,29,7,-2,15,8,-16
O=C(/C=C/c1ccc(F)cc1)NC(=S)N1CCN(Cc2ccccc2)CC1,-8,0,-3,-19,10,-4,-8,-2,5,9,-3
Cc1ccc(NC(=O)COc2coc(CN3CCc4ccccc43)cc2=O)c(C)c1,4,-4,2,-2,11,-18,-8,-14,21,-7,-3
CCn1c(C)nnc1SCC(=O)Nc1ccc2c(c1)OCCO2,48,-10,3,-14,-11,-13,-3,-10,-4,5,-34
Cc1ccccc1OCCN(C#N)c1nc(N(C)C)nc(N(C)C)n1,-1,9,19,7,15,-11,6,3,-4,-5,11
N/C(=N\c1nc(CSc2nc3ccccc3s2)cc(=O)[nH]1)Nc1ccc(F)cc1,-4,-41,26,32,-9,7,16,29,-1,10,11
CCOc1ccccc1-n1nnnc1SCC(=O)NCC1(N2CCOCC2)CCCCC1,1,-6,-10,-6,-17,-13,4,-15,-24,-13,6
Cc1nc(C)c(C(=O)NNS(=O)(=O)c2ccc([N+](=O)[O-])cc2)s1,3,-3,15,18,11,-20,-1,-4,-6,6,-26
CC(=O)c1cccc(OCc2cc(C(=O)NCCC3=CCCCC3)no2)c1,-24,-4,4,-19,-130,-36,-34,7,-68,-101,-51
Cc1[nH]ncc1-c1nc2ccccc2[nH]1,8,14,-2,-1,-13,-21,4,-7,7,-16,-16
Cc1ccc2c(c1)c1c3n2CCN(C(=O)C2CC2)C3CCC1 (stereo not drawn),-32,3,-8,-74,-21,-22,-3,-18,-19,3,3
Nc1ccc(C(CC(=O)O)n2cccc2)cc1 (stereo not drawn),-27,-2,-2,-5,3,9,-2,2,-8,7,5
Cc1nnc(SCC(C)C)[nH]c1=O,10,-2,0,-15,-8,5,0,-23,-13,-18,3
CN(C)S(=O)(=O)c1cccc(NC(=O)COC(=O)/C=C/c2cccs2)c1,-6,1,-5,1,-7,-7,-7,1,17,1,1
Oc1ccccc1-c1cc(-c2ccc(Cl)cc2)n[nH]1,40,6,-15,28,-112,-40,-39,-2,-98,-129,-41
CC(C)(C)c1cc2nc(NCCc3ccc(S(N)(=O)=O)cc3)ccn2n1,-2,8,-31,7,0,2,.,2,6,-9,-18
CCOC(=O)CSc1nc2cc(OC)ccc2cc1C#N,-10,-14,-4,-61,-96,-80,-29,67*,-151,-123,-57
COc1ccc(CNCC(O)(c2ccc(F)cc2)c2ccc(F)cc2)cc1,-14,-10,-15,-10,-10,53,0,2,3,-45,13
COc1cc(/C=C/C(=O)OCC(=O)N(C)Cc2ccccc2)cc(OC)c1OC,-11,17,-18,2,5,-1,2,5,22,-12,-14
COc1ccc(CNS(=O)(=O)CCNCc2ccccc2OC)cc1,-14,-6,17,-6,12,6,-5,-1,-9,-24,9
CCOC(=O)N/N=C/c1c(F)c(F)c(F)c(F)c1F,4,-9,-12,-9,6,-4,-4,-7,-5,-12,-6
COCCNC(=S)NCCc1ccc(Cl)cc1Cl,4,9,-5,-8,0,0,1,0,-8,6,14
CC(OC(=O)Cc1n[nH]c(=O)c2ccccc12)C(=O)Nc1ccc(F)cc1 (stereo not drawn),9,0,23,10,-8,0,2,3,-15,-15,-7
CCSc1ccc2nnc(-c3cccs3)n2n1,5,-2,9,-20,-9,12,6,13,8,19,-10
Cc1cccc(OCCCCCn2ccnc2)c1C,-6,4,2,6,7,29,4,25,2,8,8
Cc1cc(C)cc(N(CC(=O)O)S(=O)(=O)c2c(C)[nH]c(=O)[nH]c2=O)c1,-7,-6,6,8,12,3,-2,-7,-8,-1,13
O=C(NCC(=O)N1CC=C(c2ccccc2)CC1)c1ccco1,3,9,2,-46,0,-13,6,-6,-27,-19,-12
O=C(CSc1cccc2cccnc12)Nc1ccccc1F,-15,-13,25,-36,2,-11,3,6,-13,-12,6
O=CN(CCNc1ccccc1)c1ccccc1,-7,19,-13,-32,-23,-15,-4,-8,-16,-36,-14
Cc1nc2ccc(NC(=S)NC3CCCCC3)cc2nc1C,6,8,2,-37,-110,-19,-15,5,-154,-102,-40
CCOc1ccc(N2C(=O)Cc3ccccc3C2=O)cc1,19,6,-16,-17,3,-9,4,-10,-12,3,-10
COc1ccccc1NC(=O)c1ccc(C(=O)c2ccccc2)o1,-15,0,-4,-10,13,6,-10,-26,-3,-4,18
CCCCn1nnnc1SCC(=O)c1ccccc1F,15,5,6,-51,2,7,-14,-2,-29,-18,-28

# Additional results:
SMILES,TWEAK-Fn14 inh,KKLEB cytotox,CF NFkB inh,TROY signal inh,SRC3 inh,Shn3 3UTR inh,LMP1 NFkB inh,TRAIL sens C8,NR5A2 inv ag,NCOA1 inh,NR2F2 inh
O=C1CCC(c2ccc3c(c2)CCC3)=NN1,1,-1,-2,-36,-16,-26,-1,7,-17,-28,-8
FC(F)(F)c1cccc(NC(=S)NCC2COc3ccccc3O2)c1 (stereo not drawn),-2,-15,23,45,2,-3,8,-7,0,-10,-3
Cc1ccsc1/C=C(\C(=O)c1ccc(OC(C)C)cc1)c1nc2ccccc2o1,11,-17,25,4,17,2,8,1,-7,-97,8
O=C(NNS(=O)(=O)c1ccc(Cl)cc1)c1cnn(-c2ccccc2)c1-n1cccc1,-4,-6,12,5,-5,6,3,4,-19,2,4
CC(OC(=O)CCN=C1NS(=O)(=O)c2ccccc21)C(=O)N(C)c1ccccc1 (stereo not drawn),0,-2,16,-12,-7,26,0,-5,3,-9,18
COc1cccc(NC(=O)CSc2nc3scc(C)c3c(=O)[nH]2)c1,-2,-9,-22,3,8,-7,8,-20,0,-4,-2

# An excerpt from above in order of molecular weight, falling.
SMILES,TWEAK-Fn14 inh,KKLEB cytotox,CF NFkB inh,TROY signal inh,SRC3 inh,Shn3 3UTR inh,LMP1 NFkB inh,TRAIL sens C8,NR5A2 inv ag,NCOA1 inh,NR2F2 inh
FC(F)(F)c1cccc(NC(=S)NCC2COc3ccccc3O2)c1 (stereo not drawn),-2,-15,23,45,2,-3,8,-7,0,-10,-3
Cc1cc(C)cc(N(CC(=O)O)S(=O)(=O)c2c(C)[nH]c(=O)[nH]c2=O)c1,-7,-6,6,8,12,3,-2,-7,-8,-1,13
COc1cccc(NC(=O)CSc2nc3scc(C)c3c(=O)[nH]2)c1,-2,-9,-22,3,8,-7,8,-20,0,-4,-2
COc1ccccc1NC(=O)c1ccc(C(=O)c2ccccc2)o1,-15,0,-4,-10,13,6,-10,-26,-3,-4,18
Cc1nc2ccc(NC(=S)NC3CCCCC3)cc2nc1C,6,8,2,-37,-110,-19,-15,5,-154,-102,-40
O=C(CSc1cccc2cccnc12)Nc1ccccc1F,-15,-13,25,-36,2,-11,3,6,-13,-12,6
O=C(NCC(=O)N1CC=C(c2ccccc2)CC1)c1ccco1,3,9,2,-46,0,-13,6,-6,-27,-19,-12
CCCCn1nnnc1SCC(=O)c1ccccc1F,15,5,6,-51,2,7,-14,-2,-29,-18,-28
CCOc1ccc(N2C(=O)Cc3ccccc3C2=O)cc1,19,6,-16,-17,3,-9,4,-10,-12,3,-10
Cc1cccc(OCCCCCn2ccnc2)c1C,-6,4,2,6,7,29,4,25,2,8,8
O=CN(CCNc1ccccc1)c1ccccc1,-7,19,-13,-32,-23,-15,-4,-8,-16,-36,-14
O=C1CCC(c2ccc3c(c2)CCC3)=NN1,1,-1,-2,-36,-16,-26,-1,7,-17,-28,-8
